Bioassay records (PubChem)
N370S GC mod: N370S glucocerebrosidase modulation, Gaucher chaperone candidate | P04062 | N370S GC spleen homogenate, 4MU-glucoside fluorescence | Potency, µM (highest dose often 59.4 µM), for the others: top-dose activity change, negative = inhibition, actives largely listed as inhibitors | actives 0.092% (n = 330,000) | AID 2101;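 note: 0% = full enzyme activity and -100% = no enzyme basal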
FEN1 inh: inhibitors of human flap endonuclease 1; Recombinant FEN1 flap cleavage, fluorescence, 15 min; P39748; AID 588795; Potency, µM (highest dose often 114 µM), for inactives: at the highest dose activity change, negative = inhibition, actives largely listed as inhibitors; actives 0.35% (n = 390,000); note: nearly all actives have a fitted effect of over 65% in size
Target sequence (P39748 whole entry, looked up): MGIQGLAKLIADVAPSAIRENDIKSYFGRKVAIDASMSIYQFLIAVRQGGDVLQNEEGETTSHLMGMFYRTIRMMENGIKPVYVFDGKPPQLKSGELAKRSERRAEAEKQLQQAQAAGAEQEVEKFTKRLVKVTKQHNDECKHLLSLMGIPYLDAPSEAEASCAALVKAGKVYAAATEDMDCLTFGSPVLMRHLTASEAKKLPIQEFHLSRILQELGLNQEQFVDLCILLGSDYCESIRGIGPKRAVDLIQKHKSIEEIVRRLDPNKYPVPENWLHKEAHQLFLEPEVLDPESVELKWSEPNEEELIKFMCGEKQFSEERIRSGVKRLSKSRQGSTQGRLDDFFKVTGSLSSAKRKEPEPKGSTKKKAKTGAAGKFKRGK
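Potency values derive from four-parameter Hill fits of normalized qHTS data. The reaction used 10 nM FEN1 preincubated 15 min at room temperature with compound, then 50 nM DNA substrate, read at 0 and 15 min.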
TDP1 block: TDP1 (human) enzyme inhibition. actives 0.28% (n = 350,000). Potency, µM (top dose mostly 130 µM), for the others: top-dose activity change, negative = inhibition, actives largely listed as inhibitors. recombinant TDP1, AlphaScreen DNA substrate cleavage. Q9NUW8; note: nearly all actives have a fitted effect of over 40% in size
Target sequence (Q9NUW8 whole entry, looked up): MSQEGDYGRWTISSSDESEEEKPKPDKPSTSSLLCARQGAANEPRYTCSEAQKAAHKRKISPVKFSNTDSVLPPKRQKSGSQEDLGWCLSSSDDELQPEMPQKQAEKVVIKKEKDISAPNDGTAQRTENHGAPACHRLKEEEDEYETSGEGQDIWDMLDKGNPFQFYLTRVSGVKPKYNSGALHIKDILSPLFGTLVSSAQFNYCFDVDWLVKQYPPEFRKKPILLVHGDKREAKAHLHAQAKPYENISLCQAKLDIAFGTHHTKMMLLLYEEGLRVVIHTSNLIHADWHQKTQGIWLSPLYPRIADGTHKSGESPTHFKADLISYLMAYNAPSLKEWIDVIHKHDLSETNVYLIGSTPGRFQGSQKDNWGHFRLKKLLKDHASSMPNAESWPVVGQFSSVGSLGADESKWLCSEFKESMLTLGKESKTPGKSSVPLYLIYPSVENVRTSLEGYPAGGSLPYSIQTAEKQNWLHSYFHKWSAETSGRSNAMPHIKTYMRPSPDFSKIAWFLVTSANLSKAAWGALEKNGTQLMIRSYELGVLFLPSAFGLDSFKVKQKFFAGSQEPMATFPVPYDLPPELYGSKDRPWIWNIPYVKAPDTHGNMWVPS
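Steps: enzyme plus compound, 15 min RT; add biotin/phosphotyrosine-FITC oligonucleotide (15 nM final), react 5 min; add donor/acceptor beads (10 ug/ml final), 10 min; read AlphaScreen. Tdp1 at 1 nM final.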
The depositor's hits bear a star; ? = inconclusive; / = no result given; & = joins results of further samples; [ ] = remark or other dose. Calls come from the whole dose curve; as a rule, active = well fitted curve in the direction sought with a large enough effect; inconclusive = small, poorly fitted or top-dose-only effect, or another doubt; inactive = no such curve, though single readings can be large; an effect the other way counts as inactive or inconclusive. Unless noted, % is set by controls: 0 for no effect and ±100 for the full control effect; potency is the fitted concentration of half-maximal effect.

The first 6 entries, to show the layout:
Below each SMILES – N370S GC mod	FEN1 inh	TDP1 block
CCC[C@@H]1C[C@@H](C(=O)N[C@@H]([C@H]2O[C@H](SC)[C@H](O)[C@@H](O)[C@H]2O)[C@@H](C)O)N(C)C1
 : 13%	/	4%
COc1ccc(/C(C)=N/NC(=O)c2ccc3nc[nH]c3c2)cc1
 : -11%	-6%	1%
COc1ccc(OC)c(C(=O)Cn2c3[n+](c4ccc(C(F)(F)F)cc42)CCCCC3)c1
 : -3%	0%	-3%
COc1ccc(CNC(=O)CCC(=O)N2CC3CCCN3c3ccccc32)c(OC)c1 (stereo not given)
 : /	-9%	12%
CCCC(=O)Nc1ccccc1NC(=O)C1CCCCC1
 : 7%	-11%	0%
C[N+]12CCC(CC1)C(OC(=O)C(O)(c1ccccc1)c1ccccc1)C2 (stereo not given)
 : 2%&-2%	4%	9%&8%

Results, from the first entry:
Below each SMILES – N370S GC mod	FEN1 inh	TDP1 block
CCC[C@@H]1C[C@@H](C(=O)N[C@@H]([C@H]2O[C@H](SC)[C@H](O)[C@@H](O)[C@H]2O)[C@@H](C)O)N(C)C1
 : 13%	/	4%
COc1ccc(/C(C)=N/NC(=O)c2ccc3nc[nH]c3c2)cc1
 : -11%	-6%	1%
COc1ccc(OC)c(C(=O)Cn2c3[n+](c4ccc(C(F)(F)F)cc42)CCCCC3)c1
 : -3%	0%	-3%
COc1ccc(CNC(=O)CCC(=O)N2CC3CCCN3c3ccccc32)c(OC)c1 (stereo not given)
 : /	-9%	12%
CCCC(=O)Nc1ccccc1NC(=O)C1CCCCC1
 : 7%	-11%	0%
C[N+]12CCC(CC1)C(OC(=O)C(O)(c1ccccc1)c1ccccc1)C2 (stereo not given)
 : 2%&-2%	4%	9%&8%
O=C(NCc1ccc(F)cc1)C(=O)c1cn(CC(=O)N2CCCC2)c2ccccc12
 : -6%	-8%	4%
Cc1c(/C=N/NC(=O)c2cccnc2)cc(C#N)n1C
 : -9%	4%	-8%
CC1CCc2c(sc3ncnc(NCCN4CCOCC4)c23)C1 (stereo not given)
 : 1%	-10%	/
CCC(C)Oc1cc(-c2ccnc(Nc3cccc(Cl)c3)n2)ccn1 (stereo not given)
 : 10%	-24%	-1%
COc1ccc(CN(C)C(=O)c2ccc(COc3ccccc3)cc2)c(OC)c1
 : -13%	3%	/
S=C(NCCCNC(=S)Nc1ccccc1)Nc1ccccc1
 : 18%	-2%	6%
O=C(C1CCCCN1S(=O)(=O)c1ccccc1)N1CCN(C(c2ccccc2)c2ccccc2)CC1 (stereo not given)
 : 6%	-1%	-1%
CCOC(=O)N1CCC(NC(=O)c2ccc(CS(=O)(=O)c3c(Cl)cccc3Cl)o2)CC1
 : 1%	1%	3%
COc1ccccc1N1CCN(C(=O)Cn2ncc3ccsc3c2=O)CC1
 : /	4%	6%
O=C(Nc1ccc(S(=O)(=O)N2CCOCC2)cc1)c1ccc(CN2CCc3ccccc3C2)cc1
 : -23%	4%	0%
CCOc1ccc(-c2nnc(SCC(=O)NCCC(C)C)nc2-c2ccc(OCC)c(OC)c2)cc1OC
 : /	1%	-1%
O=C(COc1ccc2ccccc2c1)N1CCN(c2ccccc2)CC1
 : 2%	-1%	2%
CCCCn1c(=O)c2oc3ccccc3c2n(Cc2ccc(C)cc2)c1=O
 : /	-12%	-5%
Cc1ccc2[nH]c(O)c(N=NC(=O)c3ccc(NS(=O)(=O)c4cccs4)cc3)c2c1
 : -7%	?	/
CC(C)c1ccc(NC(=O)NCc2ccc3c(c2)OCO3)cc1
 : 6%	-10%	1%
CCOC(=O)Cn1nnnc1C(CC)N(Cc1cc2ccc(C)cc2[nH]c1=O)C1CCCC1 (stereo not given)
 : 25%	3%	3%
COc1ccc(NC(=O)N2CCC(O)(c3cccnc3)CC2)c(OC)c1
 : -14%	6%	7%
CCOc1ccc2oc(C(=O)N(CC)CC(=O)Nc3c(F)cccc3F)c(C)c2c1
 : -15%	-8%	/
Cc1noc(C)c1NC(=O)N(C)C[C@@H]1Oc2ccc(NC(=O)CCC(F)(F)F)cc2CC(=O)N([C@@H](C)CO)C[C@@H]1C
 : /	-8%	1%
CC(=O)NC(Cc1ccc(C(C)C)cc1)C(=O)NC1CCN(c2nc(C)cc(C)n2)CC1 (stereo not given)
 : -16%	7%	4%
O=C(NN1C(=O)C2C(C1=O)C1C=CC2C12CC2)c1ccc(Cl)cc1 (stereo not given)
 : 3%	-13%	5%
CC(NC(=O)COc1ccccc1)C(=O)N1CCN(c2ccccc2)CC1 (stereo not given)
 : /	-16%	1%
COc1ccc(NC(=S)NNC(=O)Cn2nc(C(F)F)cc2C(F)F)cc1
 : -10%	2%	5%
CCc1ccc2nc(N(CCN(CC)CC)C(=O)c3ccco3)sc2c1
 : /	2%	10%
O=C(CSc1nc2ccccc2c(=O)n1-c1ccccc1)N1CCc2ccccc2C1
 : ?	7%	3%
Nc1cc(OC(=O)c2ccc(F)cc2)nn1S(=O)(=O)c1ccc(F)cc1
 : -5%	-1%	-8%
COc1ccc(OC)c2[nH]c(=O)c(CCNC(=O)C(=O)c3c[nH]c4ccccc34)cc12
 : 23%	-24%	-2%
O=C(O)c1cccc(CSc2nnc(-c3cccnc3)o2)c1
 : -12%	-11%	/
CC(=O)c1cc(N2CCOCC2)ccc1[N+](=O)[O-]
 : -13%	-5%	0%
COc1ccc(/C=C/C(=O)Nc2ccc3nc4c(c(Nc5ccc(OC)c(OC)c5)c3c2)CCCC4)cc1
 : /	-23%	12%
CSCCCN1CC[C@@H](N2CCN(c3ccccc3F)CC2)[C@H](O)C1
 : 0%	0%	/
CCc1ccc(C(=O)COC(=O)CCc2nc3ccccc3c(=O)[nH]2)cc1
 : -3%	-11%	3%
COc1ccc(NS(=O)(=O)c2cccc(C(=O)NNC(=O)COc3ccccc3)c2)cc1
 : -18%	-3%	0%
COc1ccc(C(=O)CSc2nnc(-c3ccco3)n2CC2CCCO2)cc1 (stereo not given)
 : 4%	-3%	-2%
COCCNC(=O)C(c1ccc(Cl)cc1)N(CCOC)C(=O)CCC(=O)Nc1nccs1 (stereo not given)
 : 12%	-15%	7%
OCCNC(=S)Nc1ccc(Cl)c(Cl)c1
 : -2%	1%	-4%
COc1ccc2sc(C)[n+](C)c2c1
 : 2%	-5%	0%
CCc1ccc(-c2cc3c(=O)n(CC(=O)NCc4ccccc4F)ncn3n2)cc1
 : 3%	-14%	1%
O=C(c1ccc(N2CN(C(=O)c3ccco3)c3nc4ccccc4nc32)cc1)N1CCOCC1
 : -13%	-18%	3%
CC(C)(C)c1ccc(S(=O)(=O)NCC(=O)N2CCN(C(=O)c3ccco3)CC2)cc1
 : 2%	1%	5%
CCN(CC(=O)Nc1ccc(NC(C)=O)cc1)C(=O)c1cccc(S(=O)(=O)N2c3ccccc3CC2C)c1 (stereo not given)
 : -22%	3%	0%
CCCc1nnc(SCC(=O)Nc2nccs2)o1
 : -1%	13%	10%
Cc1cc(=O)[nH]c(SCC(=O)Nc2nc(-c3ccccc3)c(-c3ccccc3)o2)n1
 : 5%	-5%	3%
CCN(CC(=O)Nc1ccc(OC)cc1)C(=O)c1cc2c(s1)CCCCC2
 : 7%	-14%	7%
Cn1cccc1C(C#N)(CC#N)c1cccc(F)c1C#N (stereo not given)
 : -1%	-7%	-1%
Nc1c(-c2nc(-c3ccc4c(c3)OCO4)cs2)c2ccccn2c1C(=O)c1ccccc1
 : /	-20%	0%
CCOCCc1c(O)nc(SCC(=O)NCc2ccco2)[nH]c1=O
 : -1%	-3%	-7%
Cn1nc(-c2ccc3c(c2)OCCO3)c2ccccc2c1=O
 : 20%	-11%	0%
CCCCC(CC)CO (stereo not given)
 : 4%	5%	0%&8%
Cc1cc(C)n2nc(C(=O)OCC(=O)N(C)C3CCS(=O)(=O)C3)nc2n1 (stereo not given)
 : /	-2%	1%
COC(=O)CCC/C=C1/SCC(NC(=O)c2ccccc2)C1=O (stereo not given)
 : -2%	-8%	2%
CN(C(=O)CCc1nc(-c2ccccc2F)no1)c1ccc(Cl)cc1
 : /	-10%	8%
CCOc1cc(S(=O)(=O)N2CCCCCC2)ccc1F
 : 5%	-16%	1%
CCC1(c2ccccc2)NC(=O)N(CC(=O)Nc2cc(S(=O)(=O)N3CCCCC3)ccc2N(C)C)C1=O (stereo not given)
 : -7%	1%	1%

Next results.
Below each SMILES – N370S GC mod	FEN1 inh	TDP1 block
Cc1cccn2c(=O)c(/C=C(\C#N)C(=O)NC3CCS(=O)(=O)C3)c(N3CCC(C(N)=O)CC3)nc12 (stereo not given)
 : 11%	-1%	6%
CCCCc1cc(=O)oc2cc(C)cc(OC(C)C(=O)NCc3ccncc3)c12 (stereo not given)
 : -7%	-15%	5%
NC(=O)c1ccsc1NC(=O)COc1ccccc1
 : 6%	-5%	1%
O=C(NN=Cc1ccc(O)cc1)c1ccccc1NS(=O)(=O)c1cccs1
 : /	-7%	3%
O=C(CSc1nc2ccccc2c(=O)n1Cc1ccco1)NCc1ccco1
 : 4%	6%	/
C[C@@H](OC(=O)N1CCCCC1)[C@H]1O[C@]2(C)CCCC[C@H]1O2
 : /	-1%	0%
COC(=O)c1ccc(C2c3c(-c4ccccc4O)n[nH]c3C(=O)N2Cc2ccncc2)cc1 (stereo not given)
 : /	13%	5%
O=c1oc2ccccc2cc1-c1nc2ccccc2o1
 : ?	-6%	-2%
O=C(O)C1CCN(C(=O)CCN2C(=O)S/C(=C\c3ccccc3)C2=O)CC1
 : -9%	13%	2%
O=C(N/N=C/c1sc(N2CCOCC2)nc1-c1ccccc1)c1cccc(S(=O)(=O)N2CCCC2)c1
 : -7%	1%	-3%
COc1ccc(N(CC(=O)NCc2ccco2)C(=O)CNS(=O)(=O)c2ccc(Cl)cc2)cc1
 : 2%	9%	5%
COc1ccc(Cc2nc(-c3cccs3)no2)cc1
 : 0%	9%	-5%
Cc1cccc(NC(=O)CN2C(=O)N/C(=C\c3ccc(N4CCOCC4)cc3)C2=O)c1
 : 16%	3%	-2%
CC(=O)N1c2ccc(S(=O)(=O)NCCC(=O)Nc3ccc(C)c(F)c3)cc2CC1C (stereo not given)
 : -4%	-10%	2%
COc1ccc(NC(=O)c2cc(-c3ccco3)on2)cc1OC
 : -10%	6%	3%
Cc1ccc(S(=O)(=O)NCC(=O)OCC(=O)c2c(N)n(C)c(=O)n(C)c2=O)cc1
 : -6%	32%	1%
O=C(CCN1C(=O)[C@@H]2Cc3ccccc3CN2C1=O)NCc1ccccc1
 : 20%	15%	1%
Cc1ccc(NC(=O)CSCC(=O)NNC(=O)c2ccoc2C)cc1
 : 6%	6%	/
O=C(O)CCc1nn2cc(-c3ccccc3)nc2[nH]c1=O
 : 0%	8%	2%
C/C(=N\Nc1ccc(Cl)cc1)c1ccncc1
 : -10%	-1%	/
CC12CCC(=O)N1C(C(=O)N1CCN(c3cccc(Cl)c3)CC1)CS2 (stereo not given)
 : /	17%	2%
O=C1NCCN1C(=O)c1ccco1
 : 20%	-2%	1%
COc1ccccc1C1CCCN1Cc1nc(-c2cc3c(cc2Cl)OCO3)oc1C (stereo not given)
 : -14%	-5%	9%
COCCNC(=O)CN(CC1CCCO1)C(=O)CCC(=O)Nc1ccccn1 (stereo not given)
 : -8%	-6%	-4%
CSCCC1NC(=O)N(C(C)C(=O)Nc2cc(Cl)cc(Cl)c2)C1=O (stereo not given)
 : -1%	-3%	5%
COC(=O)C/C=C\[C@@H](C)[C@H]1C=C[C@H](O)[C@@H](CO)O1
 : -3%[12.8 µM]	/	3%[21 µM]
CCN(CC)C(=O)c1sc(NC(=O)c2ccc3c(c2)OCO3)c(C#N)c1C
 : 1%	6%	5%
COc1ccc(N2CCN(S(=O)(=O)c3ccc(-c4cc(C)no4)s3)CC2)cc1
 : -1%	-12%	0%
Cc1ccc(S(=O)(=O)N2CCCN(Cc3nc4ccccc4c(=O)[nH]3)CC2)cc1
 : ?	-1%	-2%
Cc1ccc(CNC(=O)CSc2nc3n[nH]c(C)c3c(=N)n2-c2ccccc2Cl)cc1
 : /	11%	2%
CCOC(=O)c1nc(-c2ccc(OC)c(OC)c2)no1
 : -4%	-3%	-1%
COc1ccc(Nc2ncc(C(=O)N3CCN(c4cccc(Cl)c4)CC3)c3ccccc23)cc1
 : /	-12%	9%
COc1cc(C(=O)NC(=S)NNC(=O)c2cnccn2)cc(OC)c1OC
 : -11%	-3%	8%
CN(CC(=O)N1CCN(c2ccc(F)cc2)CC1)S(=O)(=O)c1ccc(F)cc1
 : 13%	-8%	-2%
OCCNc1nc(Nc2ccccc2)nc2ccccc12
 : 6%	-12%	0%
CCNC(=O)CCC(=O)Nc1cc(Cl)ccc1C
 : 4%	-13%	4%
CCCCNc1nc2c(c(=O)n(C)c(=O)n2C)n1CCC
 : -2%	-2%	/
CCc1ccc(S(=O)(=O)c2cn(Cc3ccccc3F)c3cc(OC)c(OC)cc3c2=O)cc1
 : /	13%	4%

Reformatted with each value named: part of the list above
smiles: CCOC(=O)N1CCC(NC(=O)c2ccc(CS(=O)(=O)c3c(Cl)cccc3Cl)o2)CC1
  N370S GC mod: 1%
  FEN1 inh: 1%
  TDP1 block: 3%
smiles: Cc1c(/C=N/NC(=O)c2cccnc2)cc(C#N)n1C
  N370S GC mod: -9%
  FEN1 inh: 4%
  TDP1 block: -8%

Rows were taken by chance. Share with any hit: about 0.57%.
